# Screening data from PubChem BioAssay.
# GLP1R inv ag = acts as inverse agonist at human GLP-1 receptor. P43220. HEK293 GLP-1R CRE-luciferase, luminescence, 24 h; GLP-1R form is constitutively active. Potency, µM (top dose mostly 38.3 µM), for the others: top-dose activity change, negative = inhibition, most hits filed as inhibitors. actives 1.6% (n = 410,000). AID 624417; note: potency is the fitted concentration of half-maximal effect; % is set by controls: 0 for no effect and ±100 for the full control effect; nearly all actives have a fitted effect of over 55% in size
# Target sequence (P43220 whole entry, looked up): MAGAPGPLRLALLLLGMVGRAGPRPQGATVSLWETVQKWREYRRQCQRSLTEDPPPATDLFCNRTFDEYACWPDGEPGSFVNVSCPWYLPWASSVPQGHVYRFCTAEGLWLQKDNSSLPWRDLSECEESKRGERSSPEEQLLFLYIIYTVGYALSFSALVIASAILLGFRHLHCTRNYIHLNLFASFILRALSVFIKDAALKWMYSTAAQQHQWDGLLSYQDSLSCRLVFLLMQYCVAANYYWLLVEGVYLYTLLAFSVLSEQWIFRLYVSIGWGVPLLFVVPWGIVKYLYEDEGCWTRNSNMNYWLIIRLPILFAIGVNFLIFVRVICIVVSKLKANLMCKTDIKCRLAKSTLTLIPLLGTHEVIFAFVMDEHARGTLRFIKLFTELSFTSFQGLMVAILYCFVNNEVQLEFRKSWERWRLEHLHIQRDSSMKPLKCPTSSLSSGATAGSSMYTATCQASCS
#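 Inverse agonists were sought by their lowering of basal cAMP reporter luciferase output in HEK293 cells stably carrying constitutively active human GLP-1R, after 24 h compound treatment.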
# PI5P4Ka inh = blocks human PI5P4K alpha kinase activity. P48426. actives 1.2% (n = 330,000). PI5P4Kalpha enzyme, ADP-Glo luminescence, 60 min; hits give low values. max response, %; active = max response of -50% or lower; inconclusive = between -30% and -50%; inactive = -30% or higher; note: value at the top dose of about 77 µM; % is set by controls: 0 for no effect and ±100 for the full control effect
#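 Quantitative HTS of the MLSMR library against PI5P4Kalpha with substrate. ATP added last at 5 microM final; room temperature, 60 minutes. Remaining ATP depleted, ADP converted and read as luminescence.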
# D3 ag = agonists of human D3 dopamine receptor; max activation, %; actives 0.58% (n = 410,000); P35462; AID 652048; D3R DiscoveRx beta-arrestin cells, luminescence, 90 min; in the data active = max activation above about 30%; note: 0% is about no effect; mostly tested at two doses, the higher about 12 µM
# Target sequence (P35462 whole entry, looked up): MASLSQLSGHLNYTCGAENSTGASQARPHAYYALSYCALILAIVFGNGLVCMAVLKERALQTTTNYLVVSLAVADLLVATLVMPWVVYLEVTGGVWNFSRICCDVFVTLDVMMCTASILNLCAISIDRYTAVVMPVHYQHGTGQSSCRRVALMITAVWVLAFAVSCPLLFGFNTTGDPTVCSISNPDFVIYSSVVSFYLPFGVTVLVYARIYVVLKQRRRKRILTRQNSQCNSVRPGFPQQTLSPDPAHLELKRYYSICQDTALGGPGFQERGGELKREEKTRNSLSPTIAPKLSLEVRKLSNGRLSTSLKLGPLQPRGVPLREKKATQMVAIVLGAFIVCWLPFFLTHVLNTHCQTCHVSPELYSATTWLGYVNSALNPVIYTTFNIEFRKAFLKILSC
#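 Agonist-mode cell screen: cells plated at 1500/well and incubated overnight at 37 °C, then exposed to library compounds for 90 min at 37 °C. Detection reagent was added for 30–60 min at room temperature, and luminescence was read.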
# IL-2 act = IL-2 activation; IL-2 activation reporter assay, cell-based qHTS; stimulated with anti-CD3/CD4/CD28 beads; in transgenic mouse T cells; activation, % (series mostly up to about 46 µM); actives 0.065% (n = 360,000); AID 652025; in the data active = activation above about 50%; inconclusive = mostly about 30% to 49%; note: 0% is about no effect
#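 Unstimulated transgenic mouse T cells; 60-min compound exposure; bead-based TCR/CD4/CD28 stimulation; 18 h culture, 37 degrees C; dual fluorescence (EGFP, DsRed) plate cytometry.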
# PLK1 PBD inh = blocks phosphopeptide binding to human PLK1 polo-box domain; P53350; Plk1 PBD binding of FITC phosphopeptide, fluorescence polarization; Potency, µM, for inactives: max response, negative = inhibition, hits mostly inhibitors; actives 2.8% (n = 360,000); note: potency is the fitted concentration of half-maximal effect; series mostly up to about 57 µM; % is set by controls: 0 for no effect and ±100 for the full control effect; nearly all actives have a fitted effect of over 65% in size
# GLP-1R agonist = activates the human GLP-1 receptor; HEK293 GLP-1R CRE-luciferase, luminescence, 4-6 h; cells express a hypersensitive GLP-1R form; Potency, µM (series often up to 45.6 µM), without a hit: at the highest dose activation, hits mostly activators; actives 0.007% (n = 380,000); AID 624172; note: potency is the fitted concentration of half-maximal effect; % of control where 0% means no effect
# DRD3 antagonist = blocks the human D3 dopamine receptor; D3R cells, DiscoveRx beta-arrestin luminescence, antagonist mode; hits give low values; max response, negative = inhibition, %; actives 2.5% (n = 360,000); AID 652054; in the data active = max response below about -50%; inconclusive = no clear call, values can overlap the other calls; note: % is set by controls: 0 for no effect and ±100 for the full control effect; mostly tested at two doses, the higher about 12 µM
#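 Cells expressing the human receptor were seeded at 1500 cells/well, incubated overnight at 37 degrees C in 5% CO2, then exposed to library compounds with dopamine controls for 90 minutes at 37 degrees C before luminescent detection.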
# GLP1R cytotox = cytotoxicity counter-screen for GLP-1 receptor inverse agonists; HEK293 cAMP-luciferase reporter cells, luminescence, 24 h; Potency, µM (top dose mostly 38.3 µM), for the others: at the highest dose activity change, negative = inhibition, actives largely listed as inhibitors; actives 0.13% (n = 410,000); AID 624418;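 note: loss of luciferase light is scored as toxicity; potency is the fitted concentration of half-maximal effect; % is set by controls: 0 for no effect and ±100 for the full control effect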
#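 To flag toxic compounds, the library was rerun on cells for 24 hr at 37 deg C and 5% CO2. Viability-linked luminescence was captured 12 min after adding luciferase detection reagent.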
# WRN helicase inh = WRN helicase (human) inhibition; AID 651768; Potency, µM (titrated, usually from 114 µM), inactives show at the highest dose activity change, negative = inhibition, usual class: inhibitors; WRN helicase unwinding, fluorescent forked duplex, kinetic; Q14191; actives 0.46% (n = 360,000); note: potency is the fitted concentration of half-maximal effect; % is set by controls: 0 for no effect and ±100 for the full control effect; nearly all actives have a fitted effect of over 55% in size
#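 Screening of the MLSMR collection measured strand separation of a quenched forked DNA duplex (100 nM) by 20 nM WRN with 2 mM ATP, all final. Compounds were preincubated with enzyme 15 min at room temperature.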
# An asterisk follows results filed as active; ? = inconclusive; / = no result given; [ ] = another dose, or the depositor's remark. Unless noted, calls come from the whole dose curve; as a rule, active = well fitted curve in the direction sought with a large enough effect; inconclusive = small, poorly fitted or top-dose-only effect, or another doubt; inactive = no such curve, though single readings can be large; an effect the other way counts as inactive or inconclusive.
SMILES	PLK1 PBD inh	WRN helicase inh	GLP1R cytotox	GLP-1R agonist	PI5P4Ka inh	IL-2 act	DRD3 antagonist	GLP1R inv ag	D3 ag
Cc1ccc(C(C)C)c(OC/C(O)=C(\C#N)c2nc3ccccc3[nH]2)c1	2%	8%	-37%	-1%	7	-3.0	8	?	7
CCOC(=O)C1=C(C)N(CCCC(=O)O)C(=O)NC1c1ccccc1OS(=O)(=O)c1ccc([N+](=O)[O-])cc1 (stereo not drawn)	-10%	-2%	0%	2%	?	-1.8	0	8%	-9
O=C(COC(=O)Cn1cnc2ccccc21)Nc1ccc2c(c1)C(=O)c1ccccc1C2=O	-7%	-20%	-9%	-5%	-6	1.3	4	21%	0
Nc1ccc(CCc2ccc(N)cc2)cc1	-2%	-6%	-3%	13%	3	2.1	5	3%	-3
Cc1cc(C)n(-c2ccc3nncn3n2)n1	1%	0%	5%	3%	2	1.6	2	55%[activator]	1
O=C(NCc1ccco1)C1CC2CCC1C2 (stereo not drawn)	-13%	-9%[57.1 µM]	-9%	0%	/	-1.6	-29	-9%	3
CC(C)N(C(=O)COC(=O)c1ccc(Cl)s1)c1ccccc1	-8%	-2%	-8%	12%	1	0.8	-10	?	2
Fc1ccc(CSc2nnc(CN3CCOCC3)n2-c2ccccc2)c(Cl)c1	-5%	7%	-9%	3%	1	0.8	-22	?	-3
O=C(COC(=O)CNC(=O)C1CCCCC1)Nc1ccc2ccccc2c1	-26%	5%	-3%	-6%	7	0.1	22	7%	4
O=c1[nH]c2ccc(S(=O)(=O)N3CCCC3)cc2[nH]1	-4%	3%	-4%	6%	-9	-0.6	4	19%	-2
C#CCOCCOCCOCCNc1nc(N2CCN(C(=O)[C@H](Cc3ccc(O)cc3)n3cc([C@@H](N)CC(C)C)nn3)CC2)nc(N2CCN(C(=O)[C@H](Cc3cc4ccccc4[nH]3)n3cc([C@@H](N)CC(C)C)nn3)CC2)n1	1%	?	-16%	1%	?	-0.8	-24	-1%	0
CCN(CC(=O)NC1CC1)S(=O)(=O)c1ccc(OC)cc1	6%	5%	-5%	-5%	-4	-1.4	7	-8%	-5
COc1cc2sc3cc(NCCCN4CCOCC4)ccc3c(=O)c2cc1OC	-18%	-30%	80%[activator]	5%	4	-0.5	-4	74%[activator]	-5
Cc1snc(SCc2ccc(F)cc2)c1C#N	?	-1%[57.1 µM]	-2%	16%	4	-0.4	-12	-21%	1
CCc1cccc(NC(=O)CCCn2nc(C)c3c(C)n(-c4ccccc4)nc3c2=O)c1	-16%	-12%	-3%	-2%	0	0.7	-8	-3%	-5
COCCN(CC(=O)Nc1cccc(C)c1C)C(=O)Cc1ccsc1	-7%	11%	-16%	5%	2	-0.2	3	-6%	5
Cc1nc(NC(=O)CCN2C(=O)C3CC=CCC3C2=O)sc1C (stereo not drawn)	-6%	1%	5%	3%	4	-2.6	9	12%	0
COc1cccc(OCCCCSc2ncccn2)c1	?	-12%	-5%	15%	1	0.2	?	-19%	0
O=C1NCCNC1(c1c[nH]c2ccccc12)C(F)(F)F (stereo not drawn)	2%	-5%	0%	-5%	5	-1.8	9	13%	-5
COc1cc(C(=O)Nc2c(C(=O)N3CCOCC3)oc3ccccc23)cc(OC)c1OC	-1%	-6%	4%	2%	-6	-0.2	7	11%	6
O=C(NCC(c1ccc(F)cc1)N1CCOCC1)c1cccnc1Sc1ccccc1 (stereo not drawn)	-5%	-6%	12%	15%	-3	-0.4	-5	58%[activator]	-1
S=c1nc(-c2cccc(Br)c2)[nH][nH]1	?	-2%	0%	-9%	/	-2.1	26	22%	1
Cc1cc(C(F)(F)F)nc(SCC(=O)Nc2c(C)n(C)n(-c3ccccc3)c2=O)n1	7%	-6%	-5%	6%	-1	0.6	12	-19%	-1
Cc1ccc(NC(=O)c2cc3ccccc3oc2=N)cc1	0%	-3%	0%	-1%	4	-0.3	15	-13%	-9
CCc1nc(NCCC(C)C)c(C#N)c2c1CCCC2	5%	2%	-2%	-7%	1	0.7	3	-26%	-2
COc1cc(NC(=O)CCC(=O)N2CCN(S(=O)(=O)c3ccc(C)cc3)CC2)cc(OC)c1	-11%	4%	10%	-2%	3	-0.1	-16	-20%	-2
CCOc1ccccc1NC(=O)N1CCN(C)c2ncccc21	/	/	-1%	5%	/	/	/	3%	5
CCOC(=O)C1(Cc2ccc(OC)cc2)CCN(C(=O)Cc2cccnc2)CC1	1%	0%	0%	8%	0	1.2	2	12%	10
O=S(=O)(c1cccc(C(F)(F)F)c1)N1CCC(O)(c2cccnc2)CC1	-3%	-10%	10%	16%	0	-2.8	12	-11%	-6
CCOC(=O)CC(=O)CSc1nc(-c2ccccc2)cc(-c2ccc(Cl)cc2)c1C#N	-7%	-8%	24%	-9%	/	6.0	-13	1%	-10

# Continued; it opens with the 3 that closed the last part.
SMILES	PLK1 PBD inh	WRN helicase inh	GLP1R cytotox	GLP-1R agonist	PI5P4Ka inh	IL-2 act	DRD3 antagonist	GLP1R inv ag	D3 ag
CCOC(=O)C1(Cc2ccc(OC)cc2)CCN(C(=O)Cc2cccnc2)CC1	1%	0%	0%	8%	0	1.2	2	12%	10
O=S(=O)(c1cccc(C(F)(F)F)c1)N1CCC(O)(c2cccnc2)CC1	-3%	-10%	10%	16%	0	-2.8	12	-11%	-6
CCOC(=O)CC(=O)CSc1nc(-c2ccccc2)cc(-c2ccc(Cl)cc2)c1C#N	-7%	-8%	24%	-9%	/	6.0	-13	1%	-10
O=C(CSc1nc2ccccc2o1)Nc1ccccc1N1CCOCC1	-1%	-3%[57.1 µM]	2%	14%	-2	0.2	11	-30%	3
COc1cc(/C=N/NC(=O)c2ccncc2)c([N+](=O)[O-])cc1OC	0%	-2%	6%	-3%	2	18	10	12%	0
O=C(CSc1nnnn1-c1ccccc1)Nc1ccccc1	-3%	-4%	3%	3%	-2	0.9	?	-8%	-1
COC1=CCC2([N+](=O)[O-])CN(CC(=O)O)CC1([N+](=O)[O-])C2 (stereo not drawn)	-1%	-3%	4%	-5%	-4	-1.8	10	14%	7
Cc1ccc(-n2c(=O)c3ccc(C(=O)NCc4ccccc4Cl)cc3n(Cc3ccccc3F)c2=O)cc1	/	/	5%	-7%	/	/	/	10%	2
CCOP(=O)(CN(CC)C(=O)c1ccccc1Br)OCC	6%	1%	7%	3%	1	-2.1	23	-5%	8
Nc1ncncc1-c1ccc(Cl)cc1	-1%	3%	-4%	1%	-1	0.3	5	-2%	9
COC(=O)c1c(C)[nH]c(-c2csc(N)n2)c1C	-10%	-6%	-24%	13%	2	-0.9	-2	-11%	11
O=C(c1ccc2nccnc2c1)N1CCCC(Nc2ccc(F)c(F)c2)C1 (stereo not drawn)	-15%	7%	-2%	12%	3	-3.2	-11	-3%	1
O=C(O)c1cccc(S(=O)(=O)NNc2ccccc2C(F)(F)F)c1	-24%	?	9%	-1%	?	-1.9	?	?	10
O=C(CSc1nnc(Cc2cccs2)n1Cc1ccco1)Nc1ccc(Br)cc1	-20%	-25%	11%	1%	-21	-0.4	-5	3.5µM*	-6
CCCn1c(SCC(=O)N2c3ccccc3Sc3ccccc32)nc2c1c(=O)n(C)c(=O)n2C	-12%	0%	-4%	7%	-3	-1.4	-1	7%	-9
Cc1ccc(S(=O)(=O)N2CCC(c3nnc(SCCN4CCCC4)n3C)CC2)cc1	-15%	5%	7%	1%	-8	0.9	-16	?	-2
NC(=O)Cn1c(O)c(N=NC(=O)CNC(=O)/C=C/c2ccccc2)c2ccccc21	-11%	3%	-3%	3%	3	-3.4	20	10%	-13
COc1ccc(OCC(=O)Nc2ccc(S(=O)(=O)N(C)c3ccccc3)cc2)cc1	-8%	-3%	1%	7%	0	-2.4	-4	?	-4
O=C(c1ccccc1)N(Nc1ccccc1)c1ccccc1	-1%	-1%	-11%	11%	0	-1.2	7	?	-2
Cn1nc(-c2ccc(Cl)cc2)c2cc(C(=O)N3CCN(c4ccccc4)CC3)sc21	-12%	-2%	-18%	14%	0	-3.6	4	-10%	4
Cc1ccc(/C=N/NC(=O)c2nnn(-c3nonc3N)c2CN(C)C)o1	-5%	0%	4%	0%	6	-1.6	3	9%	-34
O=C(CC(C(=O)N1CCc2ccccc21)n1ccnc1)NCc1ccccc1 (stereo not drawn)	-6%	8%	-8%	5%	/	-2.7	?	0%	-63
C/C(Cn1nnc([N+](=O)[O-])n1)=N\NC(=O)c1ccc(O)cc1	-3%	-8%	-1%	5%	9	-0.4	-3	11%	2
CCOC(=O)COc1ccccc1/C=C1\NC(=O)NC1=O	-4%	-23%	14%	10%	2	0.6	-1	-5%	-2
Cn1c(=O)n(C)c2cc(NS(=O)(=O)c3ccc(Br)s3)ccc21	-11%	2%	-13%	9%	-1	0.2	5	80%[activator]	4
CCC(c1nnnn1C(C)(C)CC)N(CCCN1CCOCC1)Cc1cc2cccc(C)c2[nH]c1=O (stereo not drawn)	-16%	-14%	-8%	16%	/	-1.1	-11	6%	-24
O=[N+]([O-])c1cccc(/C=C/c2nc[nH]c2[N+](=O)[O-])c1	-13%	7%	-7%	-4%	2	-1.6	-2	20%	-10
O=Cc1cc(Br)c(OC(=O)N2CCOCC2)c(Br)c1	1%	4%	-1%	-1%	2	-1.3	29	-5%	3
O=C(CSc1nc(Nc2ccccc2)nc(N2CCOCC2)n1)Nc1ccccc1Cl	2%	-17%	4%	7%	/	0.3	17	-12%	3
COC(=O)c1ccc(NC(=O)Cc2ccc(F)cc2)cc1	-2%	-7%[57.1 µM]	-3%	2%	-11	-1.2	0	-22%	-8
CCOC(=O)N1CCC(NC(=O)c2cccc3c2C(=O)N(Cc2cccnc2)C3)CC1	-1%	6%[57.1 µM]	-7%	19%	-4	-3.0	14	39%[activator]	0
Cc1ccc2ccc3ccc(C)nc3c2n1	-9%	-3%	-10%	15%	-2	-0.2	26	?	-29
